Screening data as filed in PubChem BioAssay.
iPSC survival up: enhancers of human iPSC single-cell survival; survival enhancement, % at 20 µM; hit rate 0.044% among 360,000; AID 602274; hiPSC single-cell survival, ATPlite luminescence; 100% = ROCK inhibitor wells, 0% = DMSO; in the data active = survival enhancement above about 18%;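 also: cells exposed to compounds for 16 hours before the ATP read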
TRPM1 prom inh: reduces MITF-dependent TRPM1 promoter luciferase signal | hit rate 0.83% among 330,000 | SK-MEL-5 TRPM1 promoter luciferase, 24 h | inhibition, % at 12.5 µM;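 active = mean inhibition across replicates of 60% or more, whatever share of single replicates reaches that level; inconclusive = some that reach 60%, reason not given; inactive = mean inhibition across replicates below 60%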; also: values of inactives mirror those of a sister screen read the other way
Vif imaging: inhibitors of HIV Vif; HEK293T cells, Vif self-association by quenched fluorescence, imaging, 24 h; inhibition, % at 7.49 µM; hit rate 0.35% among 340,000; in the data active = inhibition above about 50%, passing the limit was not always enough; inconclusive = no clear call, values can overlap the other calls; inactive = below about 31%; also: some results filed as inactive read as strong as hits
CaV13 ICDI inh: Disruptors of the CACNA1D IQ motif to Ca2+-dependent inactivation inhibitor domain association, primary screening, Förster resonance energy transfer in intact living …; HEK cells, CFP/YFP FRET ICDI-IQ, plate reader, 10 min; percent FRET-ratio fall versus neutral wells; inhibition, % at 12.3 µM; hit rate 0.098% among 340,000; AID 743397;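 active = mean replicate inhibition of at least 30% and at least 1% of replicates passing that level; inconclusive = only one of the two criteria is met; inactive = neither criterion is met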;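 also: 0% = median of the neutral control wells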
Peg3 promoter: reduces Peg3 promoter-driven luciferase expression in HeLa. HeLa PEG-Prom luciferase reporter, luminescence, overnight. hit rate 1.7% among 360,000. inhibition, % at 20 µM;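 active = inhibition of at least 50% at 20 µM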
HIF-2a inh: HIF-2a inhibition | hit rate 0.72% among 360,000 | 786-0 RCC cells HIF-2a reporter, luciferase luminescence, overnight | AID 624352 | inhibition, % at 18.8 µM;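 active = inhibition of the luminescence signal of 40% or more relative to plate controls, in a single-dose primary screen at 18.75 µM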
Exocytosis inh: lytic granule exocytosis inhibition. TALL-104 LAMP-1 surface exposure, flow cytometry; cells stimulated with thapsigargin and PMA. inhibition, % at 10 µM. hit rate 0.66% among 360,000;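 active = inhibition above about 55%, limit read from the data; inconclusive = no clear call, values can overlap the other calls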
NR2E3 ag-1: agonists of human nuclear receptor NR2E3. GST-NR2E3/biotin-RetCOR TR-FRET, 1536-well. inhibition of corepressor binding, % at 4.78 µM. hit rate 0.12% among 320,000. AID 2300;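 active = percent inhibition above the cutoff of mean plus 3 SD of all tested compounds, set per screening campaign, cut at about 20% in these data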;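 also: 0% = DMSO wells and 100% = biotin wells as full block of FRET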
Target sequence (Q9Y5X4 whole entry, looked up): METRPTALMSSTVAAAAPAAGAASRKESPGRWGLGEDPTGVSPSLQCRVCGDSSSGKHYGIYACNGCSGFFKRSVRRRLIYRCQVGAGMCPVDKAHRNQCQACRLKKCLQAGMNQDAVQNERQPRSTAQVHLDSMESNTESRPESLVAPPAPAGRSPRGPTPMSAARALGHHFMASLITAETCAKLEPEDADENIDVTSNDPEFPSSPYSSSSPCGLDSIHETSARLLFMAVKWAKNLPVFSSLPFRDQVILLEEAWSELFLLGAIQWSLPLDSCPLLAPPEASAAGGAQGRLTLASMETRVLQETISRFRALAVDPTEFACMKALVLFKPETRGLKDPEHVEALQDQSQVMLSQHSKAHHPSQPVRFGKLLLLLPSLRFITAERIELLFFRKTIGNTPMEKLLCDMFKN
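System: GST-tagged NR2E3 plus biotinylated RetCOR corepressor; Buffer or medium: pH 7.5 Tris-based buffer; Probe or stimulus: RetCOR corepressor, biotinylated, 7 nM; Doses: compound at 4.8 µM, single dose; Schedule: 5 h incubation at 4 °C; Technique: time-resolved FRET; Evaluation: percent inhibition of TR-FRET ratio; Replication: one well per compound, singlicate testing.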
aDG glyco up: increases alpha dystroglycan glycosylation; Pro5-aDG cells, alpha-DG glycosylation AlphaScreen (IIH6); 0% Pro5, 100% B10-LARGE cell signal; activation, % at 10 µM; hit rate 0.22% among 360,000; AID 624168;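 active = activation of at least 8% versus controls, or a plate z-score of at least 8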;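 also: Pro5 are CHO cells carrying HIG-tagged alpha-DG that lacks glycosylation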
PDI inh: blocks human protein disulfide isomerase activity; PDI insulin aggregation turbidity, A650, 90 min; inhibition, % at 10 µM; hit rate 0.052% among 350,000;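 active = mean inhibition across replicates of 30% or more, whatever share of single replicates reach that level; inconclusive = mean inhibition below 30% while every single replicate reaches 30%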;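 also: absorbance from insulin aggregation driven by PDI reduction with DTT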
Target sequence (P07237 whole entry, looked up): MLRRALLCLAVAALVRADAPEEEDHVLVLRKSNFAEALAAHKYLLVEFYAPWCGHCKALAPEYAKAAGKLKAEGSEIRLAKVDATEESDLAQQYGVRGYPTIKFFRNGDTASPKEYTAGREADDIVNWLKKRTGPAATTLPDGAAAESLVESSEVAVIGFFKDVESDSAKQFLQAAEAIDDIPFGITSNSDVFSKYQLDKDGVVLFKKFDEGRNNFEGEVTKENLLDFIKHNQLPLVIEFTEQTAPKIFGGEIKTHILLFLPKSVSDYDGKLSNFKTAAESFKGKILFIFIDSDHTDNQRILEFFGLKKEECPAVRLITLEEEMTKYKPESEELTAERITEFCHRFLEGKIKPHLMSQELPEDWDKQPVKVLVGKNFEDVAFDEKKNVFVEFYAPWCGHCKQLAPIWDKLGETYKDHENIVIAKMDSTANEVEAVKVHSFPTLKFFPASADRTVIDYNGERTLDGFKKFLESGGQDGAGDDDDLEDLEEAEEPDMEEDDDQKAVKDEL
NR2E3 ag-2: human photoreceptor-specific nuclear receptor agonism | Q9Y5X4 | CHO-S Gal4-NCOR/VP16-NR2E3 two-hybrid, luciferase | inhibition of corepressor binding, % at 3.98 µM | hit rate 0.35% among 360,000 | AID 602229;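 active = inhibition above the mean of all tested compounds plus 3 SD, cut at about 70% in these data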;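 also: 0% = DMSO with NR2E3 transfected cells and 100% = cells lacking NR2E3 construct; higher means lower luciferase signal from less NR2E3 corepressor binding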
* hit, by the source's call; ? = inconclusive; / = no result given.

canonical_smiles,aDG glyco up,CaV13 ICDI inh,PDI inh,NR2E3 ag-2,iPSC survival up,Exocytosis inh,HIF-2a inh,NR2E3 ag-1,Vif imaging,Peg3 promoter,TRPM1 prom inh
Cc1ccccc1-c1nc(CS(=O)(=O)CC(=O)NC2CCCCC2C)c(C)o1 (stereo unspecified),0.0,-8,7,23,-0.1,-2,1,3,-6,6,-6
C/C(=N\NC(=O)c1cc(C)[nH]n1)c1ccc(-c2ccccc2)cc1,0.3,-3,-4,-27,-0.4,1,-108,0,4,-48,-22
O=S(=O)(c1ccc(SCCOc2cccc(Br)c2)nc1)N1CCCC1,0.4,-2,8,-22,0.1,-6,-5,6,-19,18,13
CCOC(=O)c1[nH]c2cc3c(cc2c1NC(=O)CN1CCc2ccccc2C1)OCO3,-0.2,0,-20,37,12,0,-8,4,2,68*,13
O=C(O)Cn1nc(-c2ccccc2)ccc1=O,0.1,-3,-39,-2,1.6,3,13,-2,7,10,15
COCCCn1c(SCC(=O)Nc2oc(C)c3c(C)n[nH]c(=O)c23)nc2sc3c(c2c1=O)CCC3,-0.2,-5,-1,-39,0.6,-1,7,2,25,-9,2
CC(Sc1nnc(-c2ccncc2)n1C)C(=O)Nc1nccs1 (stereo unspecified),-0.2,-7,1,-30,-0.4,-1,15,2,7,-13,20
Cc1ccc(/C=N/NC(=O)C[n+]2ccccc2)s1,0.0,0,-6,1,0.2,-3,-4,0,-10,-6,-4
O=C(Cc1cccs1)N(c1ccccc1)C1C=CS(=O)(=O)C1 (stereo unspecified),-0.1,-7,-3,2,-0.9,-4,-2,2,-2,11,12
O=C1C(=O)N(CCO)C(c2ccccc2[N+](=O)[O-])/C1=C(\O)c1ccccc1 (stereo unspecified),-0.1,-3,11,-25,-0.8,-3,-9,2,-2,2,7
CCOc1ccccc1-n1nnnc1SCC(=O)NCc1ccco1,0.0,-3,-1,27,0.2,-1,13,0,0,4,/
CS(=O)(=O)N(CC(=O)NC1CC2CCC1C2)c1ccc(Oc2ccccc2)cc1 (stereo unspecified),0.6,-4,11,-18,-0.2,0,-61,2,-1,-13,-2
CC1CN(Cc2nc3c(c(=O)n(C)c(=O)n3C)n2CCCO)CC(C)O1 (stereo unspecified),0.2,-3,-2,1,-2.8,0,12,3,-9,6,-5
Cc1ccc(SCC(=O)Nc2ncc(C)s2)cc1,-0.4,-3,-3,-15,-0.7,3,-74,6,3,-54,-30
Cc1ccc(C2=NS(=O)(=O)N(C)C(C(=O)Nc3ccc4c(c3)OCO4)=C2)cc1,0.2,-2,/,49,-0.8,1,-64,4,-1,-32,-5
CCOC(=O)Cc1csc(N/N=C/c2cccc([N+](=O)[O-])c2)n1,0.1,-6,8,17,1.2,?,-32,3,3,-39,-27
COc1cc(C)c(C(=O)Oc2cc(C)c(C(=O)O)c(O)c2C)c(O)c1C(=O)O,-0.3,/,/,-6,0.1,-2,10,-3,-3,2,14
CCCn1c(SCC(=O)Nc2ccc(S(=O)(=O)N(C)C)cc2)n[nH]c1=O,-0.3,-5,2,8,0.8,3,8,3,8,10,-1
Cc1ccc(C)c(NS(=O)(=O)c2cc(C(=O)NCC3CCCO3)ccc2C)c1 (stereo unspecified),0.4,-7,6,26,-0.5,-5,11,1,4,5,0
CC1=C(C(=O)OCc2ccccc2)C(c2cccc(F)c2)NC(=O)N1 (stereo unspecified),0.3,-5,5,2,-0.1,51,24,4,3,20,-9
NC(=O)c1nsc(C(=O)N(c2ccccc2)C(C(=O)NC2CCCCC2)c2ccc(O)cc2)c1N (stereo unspecified),-0.2,-2,-2,13,0.2,-2,-1,1,-5,10,-13
O=C(c1cc(COc2ccc(F)cc2Cl)on1)N1CCc2ccccc2C1,0.0,-2,4,9,-0.7,5,-48,-1,-4,-4,-4
NS(=O)(=O)c1ccc(NC(=O)COC(=O)CCNC(=O)NC23CC4CC(CC(C4)C2)C3)cc1,-0.3,-5,-1,0,2.4,-2,2,-1,5,5,9
Cc1cccc(C)c1NC(=O)C1(NC(=O)c2cnccn2)CCCCC1,0.0,-6,3,9,1.0,-2,9,2,-3,10,/
COc1cc(OC)cc(C(=O)N2CCN(C(=O)COc3ccc4ccccc4c3)CC2)c1,0.0,/,-7,-6,3.5,-2,-27,-1,-2,-37,-3
Cc1ccn2c(C(=O)CSc3ccc(Cl)cc3Cl)c(C)nc2c1,0.7,/,-9,-26,0.6,-3,10,-1,3,4,-2
CCCCOC(=O)NCN1C(=O)C2C3C=CC(C3)C2C1=O (stereo unspecified),0.1,/,4,-26,3.0,3,9,4,4,13,8
O=C(Nc1cc(Cl)cc(Cl)c1)N1CCCC1,0.2,-4,3,11,0.3,1,-14,-2,-3,6,-5
Cc1cccc(C(=O)Oc2ccc(/C=N/NC(=O)c3ccncc3)cc2)c1,1.0,-2,5,-12,0.4,-1,-25,3,-1,-20,-2
O=C(C1CC1)N(Cc1ccco1)c1nc(-c2ccccc2)cs1,-0.1,-5,-1,-28,-1.0,0,-145,-2,-8,-36,-1
CCn1c(SCC(=O)Nc2ccc(N3CCOCC3)cc2)nnc1-c1ccco1,-0.1,-7,3,22,-0.2,-2,-8,1,-6,-25,9
O=C(CNC(=O)c1cccs1)Nc1cccc(S(=O)(=O)N2CCOCC2)c1,-0.2,/,4,-4,0.6,-6,1,/,2,-3,12
O=C(NCCN1CCN(C(=O)c2cccc(Br)c2)CC1)C(=O)Nc1ccc(Br)cc1,0.1,-4,-2,-2,-0.6,-2,0,5,-21,-18,9
CN=C1SC(CC(=O)Nc2cccc(Cl)c2Cl)C(=O)N1C (stereo unspecified),-0.1,0,-62,-10,-2.4,1,12,1,7,13,5
CS(=O)(=O)N(CC(=O)N1CCc2ccccc2C1)c1ccccc1F,0.2,-13,0,21,-0.3,9,8,-1,5,-5,/
CC(C)CSC1=NSC2=NC(=O)/C(=C\c3ccccc3)C(=N)N12,-0.3,1,-1,-169,-0.5,25,-228,-3,-1,-170,-70
CC(=O)Nc1ccc(S(=O)(=O)N2CCN(C(=O)c3ncoc3-c3ccc(C)cc3)CC2)cc1,-0.2,-2,1,20,-0.3,8,-1,2,3,11,-3
Cc1ccsc1-c1cc2nc(NCCOc3ccccc3Cl)n(C)c(=O)c2s1,-0.3,-12,-3,-42,0.4,?,-105,/,-6,-47,/
O=C1[C@@H]2Cc3c([nH]c4ccccc34)CN2C(=O)CN1CCO,-0.1,-2,-3,13,-0.6,1,10,0,-1,15,-11
CC(C)(C)c1ccc(OCC(=O)N2CCN(c3ncccn3)CC2)cc1,-0.2,/,-4,1,2.4,0,-44,-3,-7,-8,12
CCCn1c(C)cc(C(=O)Cn2nnc3ccccc3c2=O)c1C,0.5,-2,-4,-136,-0.7,-3,-211,3,2,-265,-73
CCCCC(CC)CNC(=O)CC1Nc2c3ccccc3nc(=S)n2C1=O (stereo unspecified),-0.1,-6,-7,-24,-0.5,-4,12,15,-10,12,7
O=C(Nc1ccc(N2CCCCC2)c(Cl)c1)c1ncn[nH]1,-0.3,-5,1,-95,-1.5,-1,24,0,-8,-153,3
CCN(c1ccccc1)S(=O)(=O)c1ccc(OC)c(NC(=O)C2CC2)c1,0.0,-3,-3,6,0.1,-3,16,2,-6,23,2
COc1cccc(SCC2(O)CCN(C(=O)c3ccc(Cl)cc3)CC2)c1,-0.4,-3,2,0,-0.5,-2,10,0,9,13,5
Nc1ccn([C@@H]2O[C@H](CNCc3ccc(N4CCNCC4)cc3)[C@@H](O)[C@H]2O)c(=O)n1,-0.1,-7,-7,-28,0.2,-6,9,/,-4,11,/
CCN(CC)CCNC(=O)c1ccc(NS(=O)(=O)c2ccc3c(c2)OCCO3)cc1,0.2,-2,-1,-15,0.5,-5,14,3,9,10,1
CC(C)N(Cc1nnc(-c2ccc(Cl)cc2)o1)C(=O)c1cc2ccccc2o1,0.3,-6,4,-39,0.9,1,-71,2,16,-64,-1
O=C(CSc1nnc(CNC(=O)c2cccc(C(F)(F)F)c2)o1)NCc1ccco1,0.3,-6,3,4,0.6,2,10,-1,-3,-2,-7
CS(=O)(=O)c1ccc(SCC(=O)NC2CCS(=O)(=O)C2)c([N+](=O)[O-])c1 (stereo unspecified),-0.1,-5,0,-4,4.0,-2,18,3,0,13,4
COc1cc(OC)cc(C(=O)N2CCN(C(=O)c3cccc(F)c3)CC2)c1,0.0,0,12,3,-1.1,-2,16,3,5,5,4
NC(=O)c1cccc(NC(=O)CCCCC(=O)Nc2cccc(C(N)=O)c2)c1,-0.1,-19,-9,-5,0.1,-3,10,0,5,8,2
Cc1ccc(OCC(=O)N2CCN(S(=O)(=O)c3ccccc3)CC2)c([N+](=O)[O-])n1,0.1,-3,-3,-9,0.2,0,9,2,1,1,2
COc1ccc(CCNC(=O)/C=C\c2ccccc2)cc1OC,-0.1,-4,23,1,3.5,0,18,-1,-2,2,-5
COC(=O)c1cc(-c2ccc(OC)cc2)on1,0.0,-5,4,0,-0.1,0,16,3,-15,4,-14
CC(=O)N1C(=O)/C(=C2\SC(=S)N(c3c(C)n(C)n(-c4ccccc4)c3=O)C2=O)c2ccccc21,0.3,-3,-4,10,0.6,-4,19,0,-1,38,14

Next part:
canonical_smiles,aDG glyco up,CaV13 ICDI inh,PDI inh,NR2E3 ag-2,iPSC survival up,Exocytosis inh,HIF-2a inh,NR2E3 ag-1,Vif imaging,Peg3 promoter,TRPM1 prom inh
CCCCN(N=Nc1nonc1OC)c1nonc1OC,0.1,/,-6,5,9.2,2,10,4,-7,10,-10
Cc1c(OCC(=O)N2C[C@H]3C[C@@H](C2)c2cccc(=O)n2C3)ccc2c3c(c(=O)oc12)CCC3,-0.2,/,/,-1,0.4,5,-7,0,-4,-3,2
CCOc1ccccc1N(C(=O)CNS(=O)(=O)c1ccccc1)C(CC)C(=O)NCc1ccco1 (stereo unspecified),0.2,-8,2,-4,-1.3,4,11,2,3,15,4
O=C(CN1C(=O)NC2(CCCC2)C1=O)OCCOc1ccc(Br)cc1,0.0,-5,0,2,-0.4,4,-6,-2,3,7,2
CC(=O)c1cccc(N(C(=O)c2cnccn2)C(C(=O)NCc2ccccc2)c2ccco2)c1 (stereo unspecified),-0.1,-6,4,11,-1.7,-2,6,-4,13,-11,1
